Screening data as filed in PubChem.
Hck-Nef inh = inhibitors of Nef-activated human Hck kinase, primary screen, biochemical, Z-Lyte FRET, 384-well, Hck-YEEI | Tyrosine-protein kinase HCK (Homo sapiens), P08631 | Recombinant Hck-YEEI plus Nef, Z-Lyte FRET kinase assay | inhibition, % at 20 µM | actives 0.68% (n = 220,000) | AID 463187, 2010;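 active = Hck-Nef kinase inhibition above about 50%, limit read from the data; inactive = inhibition below that limit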;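 note: 0% = DMSO with Hck plus Nef and 100% = Hck alone without Nef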
p97 inhibitor = inhibitors of human p97 ATPase, primary screen, biochemical; recombinant p97 ATPase, Kinase-Glo ATP luminescence, 3 h; inhibition, % at 8 µM; actives 0.42% (n = 220,000); in the data active = inhibition above about 15%;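 note: 0% = DMSO vehicle and 100% = wells lacking enzyme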
Runt-SMMHC FRET = inhibitors of RUNX1 Runt–CBFb-SMMHC binding, primary screen, biochemical, FRET, Cerulean-Runt, Venus-CBFb-SMMHC, uHTS; Cerulean-Runt/Venus-CBFb-SMMHC FRET ratio 530/480, 1 h; actives 0.74% (n = 220,000); inhibition, % at 20 µM; Runt-related transcription factor 1 (Homo sapiens) + Core-binding factor subunit beta …;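 active = mean inhibition across duplicate retests at 20 µM reaching about 50%, limit read from the data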;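 note: 0% = DMSO wells and 100% = wells with excess untagged CBFb-SMMHC; inhibitors lower the FRET ratio by blocking Runt binding to CBFb-SMMHC; some results filed as inactive read as strong as hits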
Target sequence (Q01196 whole entry, looked up): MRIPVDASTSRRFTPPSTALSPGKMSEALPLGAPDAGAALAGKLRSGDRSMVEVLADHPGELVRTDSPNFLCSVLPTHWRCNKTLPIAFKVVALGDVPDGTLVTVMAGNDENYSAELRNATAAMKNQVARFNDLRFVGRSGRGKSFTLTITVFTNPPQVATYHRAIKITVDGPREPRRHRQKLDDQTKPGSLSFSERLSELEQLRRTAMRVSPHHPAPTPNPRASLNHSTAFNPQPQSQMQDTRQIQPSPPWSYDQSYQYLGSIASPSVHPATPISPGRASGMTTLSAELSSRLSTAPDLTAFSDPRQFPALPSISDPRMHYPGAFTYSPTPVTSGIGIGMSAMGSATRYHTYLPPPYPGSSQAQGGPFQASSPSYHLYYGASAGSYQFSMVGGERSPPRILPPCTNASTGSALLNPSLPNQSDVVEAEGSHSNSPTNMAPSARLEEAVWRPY
Target sequence (Q13951 whole entry, looked up): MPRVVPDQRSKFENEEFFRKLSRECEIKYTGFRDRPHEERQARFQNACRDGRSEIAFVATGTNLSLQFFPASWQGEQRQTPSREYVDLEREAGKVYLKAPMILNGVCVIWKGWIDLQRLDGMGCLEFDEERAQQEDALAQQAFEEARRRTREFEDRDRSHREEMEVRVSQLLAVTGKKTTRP
Runt-CBFb FRET = inhibitors of RUNX1 Runt–CBFb binding, primary screen, biochemical, FRET, Cerulean-Runt, Venus-CBFb, uHTS; Cerulean-Runt/Venus-CBFb FRET ratio 530/480, 1 h; inhibition, % at 20 µM; actives 0.46% (n = 220,000); AID 1496, 2009;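 active = inhibition over about 50% at 20 µM in the single-dose screen, limit read from the data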;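 note: 0% = DMSO wells and 100% = excess unlabeled CBFb competitor control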
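System: Cerulean-labeled Runt domain protein | Quantity: 100 nM of each labeled protein | Schedule: 1 h compound exposure, room temperature | Detection: Fluorescence energy transfer, 422 nm excitation, 530/480 nm emission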
NPY Y1 blocker = NPY-Y1 receptor antagonists, primary screen, cell-based. Neuropeptide Y receptor type 1 (Homo sapiens), P25929. HEK293-CNG Y1 cells, membrane potential fluorescence; NPY at EC95, then isoproterenol. inhibition, % at 3.6 µM. actives 1% (n = 200,000). AID 1040, 2008;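 active = inhibition above the campaign mean inhibition of all tested compounds plus 3 SD, cut at about 20% in these data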;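 note: 0% = DMSO wells given NPY plus isoproterenol and 100% = isoproterenol alone without NPY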
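Material: Y1- and CNG-channel-expressing HEK293 cells / Probe or stimulus: NPY 25 nM then isoproterenol 1 µM plus Ro 20-1724 25 µM / Doses: 3.6 µM single dose, DMSO 0.4% / Schedule: compound incubation 1 h at room temperature, readout 45 min post-stimulation / Signal: membrane potential fluorescence / Benchmarks: isoproterenol-only wells as full block versus NPY-plus-isoproterenol wells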
NPY2 pot ag = NPY-Y2 potentiators or agonists, primary screen, cell-based; AID 1359, 2008; Neuropeptide Y receptor type 2 (Homo sapiens), P49146; actives 0.45% (n = 220,000); activation, % at 3.6 µM; cells expressing NPY-Y2, potentiator/agonist read-out; in the data active = activation above about 27%;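 note: cells stimulated with NPY near EC25 plus isoproterenol at EC100; 0% = vehicle plus submaximal agonist and 100% = vehicle plus saturating agonist; some results beyond the cut were filed as inactive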
Target sequence (P49146 whole entry, looked up): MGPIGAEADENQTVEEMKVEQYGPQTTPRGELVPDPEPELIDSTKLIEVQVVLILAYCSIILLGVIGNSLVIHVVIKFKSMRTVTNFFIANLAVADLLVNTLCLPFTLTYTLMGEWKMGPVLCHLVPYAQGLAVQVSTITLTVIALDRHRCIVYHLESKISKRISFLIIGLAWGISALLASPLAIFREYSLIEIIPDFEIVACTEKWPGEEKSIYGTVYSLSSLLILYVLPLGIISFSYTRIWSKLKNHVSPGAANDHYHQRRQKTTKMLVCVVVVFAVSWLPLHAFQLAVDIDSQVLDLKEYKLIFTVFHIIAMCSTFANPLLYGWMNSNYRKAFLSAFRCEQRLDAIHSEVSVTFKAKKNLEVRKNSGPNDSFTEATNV
NPY-Y1 PAM-ag = NPY-Y1 receptor potentiators or agonists, primary screen, cell-based. Neuropeptide Y receptor type 1 (Homo sapiens), P25929. NPY-Y1 expressing cells, potentiator/agonist activation. activation, % at 3.6 µM. actives 0.37% (n = 220,000). AID 1304, 2008; in the data active = activation above about 33%, passing the limit was not always enough;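 note: cells stimulated with NPY at EC10 then isoproterenol at EC100; 0% = low agonist plus stimulus and 100% = saturating agonist plus stimulus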
MDM2 E3 inh = MDM2-luciferase reporter signal enhancers, primary screen, MDM2 E3 ligase inhibitor project, cell-based, luminescence, 1536-well; actives 0.11% (n = 210,000); cell-based MDM2 ubiquitination luciferase reporter, 2 h; 0 = plate control, 100 = twice control, blank-subtracted; E3 ubiquitin-protein ligase Mdm2 (Homo sapiens), Q00987; signal enhancement, % at 5 µM;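 active = signal enhancement of 30% or more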;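 note: luminescence tracks abundance of the self-degrading MDM2-luciferase fusion protein; higher signal means inhibition of MDM2 E3 ligase activity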
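system = mammalian cells stably expressing self-ubiquitinating, self-degrading MDM2 E3–luciferase fusion | quantity = 2000 cells per well seeded | incubation = 4 h cell settling then 2 h compound exposure, 37 °C | signal = SteadyLite luminescence, 15 min reagent step | benchmarks = plate control and blank wells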
RBBP9 inhibitor = human RBBP9 inhibitors, primary screen, biochemical, fluorescence polarization, FP-Rh probe, HTS; recombinant RBBP9; inhibition, % at 7.94 µM; actives 0.2% (n = 220,000); Serine hydrolase RBBP9 (Homo sapiens), O75884;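 active = inhibition above the campaign mean of all tested compounds plus 3 SD, cut at about 14% in these data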;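 note: plate controls were DMSO wells with RBBP9 for no effect and wells lacking RBBP9 protein for full effect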
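Material: RBBP9 protein. Amount: RBBP9 at 2.5 µM in dispensed solution, before mixing. Schedule: 30 min then 45 min, 25 °C. Medium: Tris buffer pH 8.0, NaCl, Pluronic. Measured by: fluorescence polarization. Measure: percent inhibition from mP, scaled between DMSO and no-protein wells. Replication: one well per compound.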
* hit, by the source's call; nt = not tested or not shown.

Every second line gives: Hck-Nef inh, p97 inhibitor, Runt-SMMHC FRET, Runt-CBFb FRET, NPY Y1 blocker, NPY2 pot ag, NPY-Y1 PAM-ag, MDM2 E3 inh, RBBP9 inhibitor
(1) Cn1c(=O)c2[nH]c(-c3ccccc3)c(O)c2n(C)c1=O
 : 2, 0, -134, -23, 5, 8, -11, -15, 0
(2) COc1ccc(/C=N\NC(=O)C2=NNC(=O)C2C)cc1 (centres undefined)
 : 1, -5, 1, 1, 0, -10, 13, -5, -2
(3) COc1cc(N=Cc2c(O)[nH]c3ccccc23)cc(OC)c1OC
 : 34, -10, -16, 0, 1, 3, -2, -25, -1
(4) Cc1ccnc(NS(=O)(=O)c2ccc(C(C)(C)C)cc2)c1
 : 19, 1, 0, -2, 3, 15, 11, -2, -8
(5) O=C(NC(=S)N1CCN(c2nc(-c3ccccc3)cs2)CC1)c1cccnc1
 : 12, 4, 3, 4, 9, 13, -4, -7, -4
(6) COc1ccccc1N=Cc1c(C)[nH]n(-c2ccc(C)cc2C)c1=O
 : 15, 5, -2, -1, -5, -1, 6, -8, -3
(7) CN(C)C(=O)c1c([N+](=O)[O-])c(C(C)(C)C)nn1C
 : 6, 1, -21, -1, -5, -9, -7, -41, 7
(8) c1cc(N2CCCC2)ccc1C(c1nnnn1C1CCCCC1)N1CCOCC1 (centres undefined)
 : 0, -5, 1, -1, 7, 3, -10, -15, -9
(9) Cc1cccc(-c2n[nH]c(=S)n2/N=C/C=C/c2ccco2)c1
 : 38, 4, 9, 19, nt, 2, -1, -6, -2
(10) CCn1c(=O)c(C(=O)CN2CCN(S(=O)(=O)c3ccccc3)CC2)c(N)n(Cc2ccccc2)c1=O
 : 20, 5, 0, -3, -3, 14, 12, -1, -6
(11) COc1cc(C(=O)Nc2nccs2)ccc1OCc1c(C)noc1C
 : 27, 4, -1, -4, -2, 0, 7, -3, -7
(12) CC12c3ccccc3C(c3ccccc31)C1C(=O)N(Cc3cccnc3)C(=O)[C@H]12 (some centres undefined)
 : 2, 1, 2, 1, 6, 9, 5, -17, -8
(13) CC(=O)c1c(C)[nH]c(C(=O)OCC(=O)Nc2cccc(S(=O)(=O)N(C)C)c2)c1C
 : -10, -1, -47, 1, 1, 0, -9, -4, 4
(14) CNC(=S)N/N=C/c1cn(Cc2ccc(F)cc2)c2ccccc12
 : 2, 7, 1, 5, 3, 14, 28, -1, -1
(15) Cc1cc(C)c(S(=O)(=O)c2ccc(Cl)cc2)c(Cl)n1
 : 24, 3, 5, 1, 4, -1, 6, -2, -5
(16) COc1ccc(NC(=O)CN(C)CC(=O)Nc2ccc(Cl)c(S(=O)(=O)N(C)C)c2)cc1
 : 7, -1, 2, 0, -3, 7, 1, -9, -5
(17) COc1ccc(CNC(=O)C2CC(c3ccc(C(F)(F)F)cc3)=NO2)cc1 (centres undefined)
 : 27, nt, 1, 2, nt, nt, nt, 15, nt
(18) COc1ccccc1C/C(N)=N/OC(=O)c1ccco1
 : 21, 5, 0, 2, 1, -11, 20, 20, 0
(19) Cc1cc2nc(-c3ccc(SCC(=O)N4CCOCC4)nc3)[nH]c2cc1C
 : 0, -5, 0, 1, -3, -14, -3, -13, -9
(20) Cc1ccc(NC2(C#N)C(=O)Nc3ccccc32)cc1C (centres undefined)
 : 16, 3, -1, 1, -3, 3, 10, -1, 0
(21) CCOc1ccccc1N1CCN(C(=O)c2cc3c(s2)CCC3)CC1
 : 2, -8, 2, -2, 13, 16, 2, -8, -10
(22) CCc1ccccc1Nc1nc2ccccc2n1C(C)C
 : -12, -5, 0, 0, 1, -12, 4, -15, -9
(23) CC(=O)NNc1cccc(Cl)n1
 : -1, -2, 0, 1, 4, -18, 16, 1, -8
(24) O=S(=O)(NCc1cccnc1)c1ccc(Cl)c(Cl)c1Cl
 : -1, 3, -4, 2, -6, -5, 4, -6, -4
(25) CCN1CCN(Cc2c(C)[nH]c3ccc(C(=O)OC)cc3c2=O)CC1
 : 5, 4, 0, 1, 1, 12, -17, 5, 13
(26) O=C(c1ccccc1)c1cc(F)c(N2CCOCC2)cc1Cl
 : 3, -3, -2, 0, -4, 5, 9, -12, -9
(27) C=CCOc1ccc(Cl)cc1CNC1CCCC1
 : -15, 5, 3, -1, 16, 9, 7, -7, 2
(28) COc1cccc(Cn2c(=O)sc3ccccc3c2=O)c1
 : 21, 10, -1, 1, 8, 5, -13, 27, -10
(29) CCOC(=O)Cc1csc(NC(=O)/C=C/c2ccccc2Cl)n1
 : 6, -4, -1, -1, nt, -5, -9, -9, -13
(30) Cc1cc(NC(=O)c2c(F)cccc2Cl)n(-c2nc3ccccc3[nH]2)n1
 : -1, 1, 1, 4, -2, 6, -13, -7, -20

Some of these compounds in order of molecular weight, smallest number first.
Every second line gives: Hck-Nef inh, p97 inhibitor, Runt-SMMHC FRET, Runt-CBFb FRET, NPY Y1 blocker, NPY2 pot ag, NPY-Y1 PAM-ag, MDM2 E3 inh, RBBP9 inhibitor
(7) CN(C)C(=O)c1c([N+](=O)[O-])c(C(C)(C)C)nn1C
 : 6, 1, -21, -1, -5, -9, -7, -41, 7
(18) COc1ccccc1C/C(N)=N/OC(=O)c1ccco1
 : 21, 5, 0, 2, 1, -11, 20, 20, 0
(29) CCOC(=O)Cc1csc(NC(=O)/C=C/c2ccccc2Cl)n1
 : 6, -4, -1, -1, nt, -5, -9, -9, -13

Later entries.
Every second line gives: Hck-Nef inh, p97 inhibitor, Runt-SMMHC FRET, Runt-CBFb FRET, NPY Y1 blocker, NPY2 pot ag, NPY-Y1 PAM-ag, MDM2 E3 inh, RBBP9 inhibitor
(31) CCCCCC(=O)N1CC2(C)CN(C(=O)CCCCC)CC(C)(C1)C2=O
 : -2, -5, 4, 0, -2, 6, 12, -24, 3
(32) CCS(=O)(=O)NCCc1cc2ccc(C)cc2[nH]c1=O
 : 2, 2, 2, -2, 2, 15, 24, -17, -6
(33) O=C(Cn1cc2c(n1)CCCCC2)NCCCN1CCOCC1
 : -1, 2, 0, 2, 0, 15, 9, -13, -6
(34) C/C(=N/Oc1nc(C)cc(C)n1)c1ccccc1
 : 4, 1, -1, 1, 4, 16, -11, -9, -11
(35) CCN1CCCC1CNC(=O)c1cn(CC)c2ccc(S(=O)(=O)N3CCCCCC3)cc2c1=O (centres undefined)
 : 3, 3, 2, 0, 13, -5, -28, -14, 0
(36) N/C(=N\OC(=O)c1ccc(Cl)cc1Cl)c1cccnc1
 : 16, 5, 0, 0, -2, -3, 1, -17, 0
(37) CCSCc1nnc(SCC(=O)Nc2ccc(F)cc2)n1CC
 : -17, 0, -2, 0, -5, -3, -18, -10, 3
(38) COc1ccc(CCNC(=O)CSc2nnc(CNC(=O)c3cccs3)o2)cc1OC
 : 9, 3, 1, 0, 0, -13, -5, 0, -5
(39) O=C(c1ccco1)N1CCN(C(=O)C2CC(c3ccc(Cl)cc3)=NO2)CC1 (centres undefined)
 : -24, -4, 0, 1, -4, -6, -6, -9, -13
(40) O=C(COC(=O)CNS(=O)(=O)c1cccc(Br)c1)Nc1ccccc1Sc1ccccc1
 : 6, -4, 0, -1, -6, -13, 8, -5, -8
(41) OCCC1CN(Cc2cccc3nccnc23)CCN1Cc1ccc(F)cc1 (centres undefined)
 : 0, 3, 0, 2, nt, 12, 6, -17, -2
(42) Cc1nn(Cc2ccccc2)c(Cl)c1C(=O)NCCc1ccccc1
 : 1, -5, 3, 1, 5, 0, -29, -19, -4
(43) Cc1ccc(OCC(=O)Nc2ccc([N+](=O)[O-])cn2)cc1C
 : 2, -1, nt, nt, 25*, -8, -33, nt, -7
(44) Cc1ccc(S(=O)(=O)Nc2ccccc2CNc2cccc(C)n2)cc1
 : 1, 3, 2, 0, 9, 11, -5, -2, -10
(45) Fc1cccc(F)c1-n1c(CN2CCOCC2)csc1=S
 : 14, 3, 3, 0, -4, 14, 15, -4, -5
(46) CCOc1ccc(NC(=S)N2CCCCCC2)cc1
 : 32, 4, -6, -1, 1, 6, 2, -1, -1
(47) CCOC(=O)C1(CC2CC2)CCN(C(=O)c2cc(OC)nc3ccccc23)CC1
 : 19, 0, -3, -2, 16, -20, -8, 4, -5
(48) Cc1nc(SCC(=O)NCc2ccccc2)c2c(=O)n(C)c(=O)n(C)c2n1
 : -6, 1, -2, 0, 5, 10, -7, -15, -4
(49) O=C(COC(=O)/C=C/c1cccs1)Nc1cccc(S(=O)(=O)N2CCCC2)c1
 : 17, 6, 1, 0, 3, 11, -7, -4, -13
(50) Brc1ccc(-c2nn3c(-c4ccco4)nnc3s2)o1
 : 2, -3, 19, 24, 1, -19, 13, -28, 0
(51) Cc1ccc(CCN=c2c([N+](=O)[O-])nn(-c3ccccc3)n2O)cc1
 : -2, -3, 0, -4, 12, -3, -9, -8, 5
(52) COc1ccc(CCNC(=O)C2CCCN2C(=O)Nc2cccc(C(C)=O)c2)cc1OC (centres undefined)
 : -2, 4, -3, 2, -3, 1, 18, 7, -3
(53) Cn1ccc(CC(=O)N2CCC(N3CCC(C(=O)N4CCCC4)CC3)CC2)c1
 : -9, 0, 4, 0, nt, 4, 10, -7, 2
(54) O=C(Cn1nnc(-c2ccc3c(c2)OCO3)n1)N1CCOCC1
 : 6, -5, -3, 2, 3, 4, -10, -8, -9
(55) Cc1ccc(N=C2N=C(N)c3ccccc32)cc1C
 : -3, -7, nt, nt, 3, -9, -6, nt, 0
